Growth percent in the NCI-60 one-dose screen (48 h, 10 µM unless noted): 100 = growth as untreated, 0 = no growth, -100 = all killed.
CCRF-CEM = CCRF-CEM leukemia; 7% of 77,000 active
LOX IMVI = LOX IMVI melanoma; 7.4% of 79,000 active; AID 1794757
SK-MEL-5 = SK-MEL-5 melanoma | 6.4% of 80,000 active
A549/ATCC = A549/ATCC NSCLC. 3.7% of 81,000 active. AID 1794740
HOP-92 = HOP-92 NSCLC cells. 6.3% of 71,000 active. AID 1794738
M14 = M14 melanoma. 6.2% of 80,000 active. AID 1794745
EKVX = EKVX NSCLC; 3% of 71,000 active
HOP-62 = HOP-62 NSCLC; 3.9% of 80,000 active; AID 1794735
Active calls of the source: *; / = no result given; & = joins results of further samples. How the source made its calls: active means growth percent below 10; inactive means the rest.

SMILES	CCRF-CEM	LOX IMVI	SK-MEL-5	A549/ATCC	HOP-92	M14	EKVX	HOP-62
COc1cc(C2Nc3nc(SC)nc(N)c3N=C3c4ccccc4CCC32)cc(OC)c1OC (stereo not drawn)	64	/	61	87	34	94	77	110
Cc1ccc[n+](CC(=O)c2cccs2)c1	100	96	101	86	86	106	100	94
ClC(Cl)c1ccccc1C(Cl)(Cl)Cl	115	/	105	96	111	109	125	111
O=CNc1cc([N+](=O)[O-])ccc1O	101	105	100	93	/	124	/	107
COc1ccc(/C=C2\N=C(c3ccccc3)OC2=O)cc1OC	90	105	106	97	115	105	103	113
COC(=O)c1ccccc1OC	91	108	95	95	/	102	/	99
COc1cc(C(=O)O)c(OC)c2c1OCO2	98	106	112	101	/	108	114	97
C=C(Cl)Cc1cc(C(CC)C(CC)c2ccc(O)c(CC(=C)Cl)c2)ccc1O (stereo not drawn)	73	78	82	71	81	94	82	102
O=C(Nc1ccc(CN2CCc3nc4cc(O)c(O)cc4cc32)cc1)c1ccc(Cl)c(Cl)c1	78	104	91	111	/	98	/	107
NS(=O)(=O)c1ccc(NC(=O)Nc2nc(-c3ccc(F)cc3)cs2)cc1	91	92	92	105	78	106	100	111
C=CCOC(=O)CC(C)=O	112	103	108	105	109	107	110	120
NS(=O)(=O)c1ccc(CN2C(=O)c3ccc4c5c(ccc(c35)C2=O)C(=O)N(Cc2ccc(S(N)(=O)=O)cc2)C4=O)cc1	99	102	100	91	98	85	94	65
C/C(=N\N=C\c1cc([N+](=O)[O-])ccc1Cl)c1ccc2c(c1)Nc1ccccc1S2	55	/	79	29	54	88	49	16
Cc1ccc(NCC(=O)Nc2ccccc2C(=O)O)c(C)c1	96	89	86	100	66	99	83	92
CCN(CC)CCCCCCCNc1c2ccc(Cl)cc2nc2ccc(OC)cc12	0.1*	-7.9*	-100*	-38*	-62*	-49*	-6.4*	-49*
COc1cc(C2CC(c3ccc4c(c3)OCO4)=NN2C=O)cc(OC)c1OC (stereo not drawn)	25	34	17	46	75	27	38	37
CCN(CC)CCCC(C)Nc1cc(-c2ccc(C(F)(F)F)cc2)c(C#N)c2nc3ccccc3n12 (stereo not drawn)	-7.3*	-81*	-90*	17	69	-70*	36	6.9*
O=[N+]([O-])c1c(I)cc(O)cc1I	90	93	104	82	80	92	102	78
O=C1c2c(c3c4cccnc4[nH]c3c3ccc4ccccc4c23)C(=O)N1CCO	43	52	81	78	129	86	108	64
O=C(O)c1c(O)c(O)cc2ccccc12	97	100	105	106	88	103	97	90
COC(C)CCOC(=O)c1ccccc1 (stereo not drawn)	98	100	105	101	110	103	99	106
N/C(=C\C(=O)n1nc(-c2ccccc2)cc1N)c1ccccc1	40	51	32	55	/	32	70	64
COc1cc(C=Nc2oc(-c3ccccc3)c(-c3ccccc3)c2C#N)cc(CN2CCOCC2)c1O	103	91	99	103	102	107	95	96
Cc1ccc(-c2nc3nc(-c4ccc(F)cc4)nc(N4CCCNCC4)c3o2)cc1	-78*	-89*	-87*	-82*	-58*	-87*	-76*	-62*
COc1cc(C(C)=C(c2ccc(OCCN(C)C)cc2)c2ccc(OCCN(C)C)cc2)ccc1F	111	95	97	113	73	110	96	97

The results go on:
SMILES	CCRF-CEM	LOX IMVI	SK-MEL-5	A549/ATCC	HOP-92	M14	EKVX	HOP-62
O=C(O)c1ccc(-n2cc(CNc3ccc(Oc4ccccc4)cc3)c(-c3ccccc3)n2)cc1	/	90	97	76	89	97	85	122
c1ccc(CO[C@H]2CO[C@H]3[C@@H]2OC[C@@H]3Oc2ccc(Nc3ncnc4ccsc34)cc2)cc1	78	79	9.3*	82	65	79	62	86
CCOCCCCC(C)(C)O	105	104	98	105	/	107	/	122
COc1cc(/C=C2\SC(=S)N(CC(=O)O)C2=O)ccc1OCCCCOc1ccc(/C=C2\SC(=S)N(CC(=O)O)C2=O)cc1OC	102	96	104	/	102	113	94	109
O=[N+]([O-])c1ccc2c(c1)C(=Nc1ccccc1)c1ccccc1-2	86	83	95	96	80	110	90	100
O=S(=O)(Nc1ncccn1)c1ccc(Nc2nc(-c3ccncc3)cs2)cc1	100	94	104	118	90	107	103	103
Oc1[nH]c(N=C2N=c3ccccc3=N2)c2ccccc12	20	36	37	58	102	67	65	83
O=C1c2ccccc2C(=O)N1CCCN1c2ccncc2Sc2ccncc21	101	91	99	95	87	103	93	98
COc1ccc(OC)c(/C=C2/C=C(c3ccc(OC)c(OC)c3)N(CCc3ccc(S(N)(=O)=O)cc3)C2=O)c1	115	85	94	88	81	104	90	85
O=C1c2c(Cl)c(Cl)c(Cl)c(Cl)c2C(=O)C2(Cl)CC=CCC12Cl (stereo not drawn)	/	-84*	57	74	-58*	-12*	99	-90*
CC(=O)N(Cc1ccccc1)c1nccs1	/	96	102	102	93	98	/	99
O=C(Sc1ccccc1)n1nc(Cl)c2ccc([N+](=O)[O-])cc21	63	85	98	108	83	99	/	104
CC1(C)c2ccccc2C(=O)C1(Br)Cc1ccccc1 (stereo not drawn)	26	79	/	95	83	89	95	95
COc1ccc(/C=N/NC(=O)CSc2nc3ccccc3c(=O)n2CCc2ccc(S(N)(=O)=O)cc2)cc1OC	77	90	82	76	/	109	102	74
O=[N+]([O-])c1ccc(I)cc1	92	112	109	106	87	108	118	105
CC(=S)N/C=C(/c1ccc(Cl)cc1Cl)S(=O)(=O)Cc1ccc(Cl)cc1Cl	96	102	97	80	90	97	106	112
C=C(C)C1CCC2(C(=O)O)CCC3(C)C(CCC4C5(C)CCC(O)C(C)(C)C5CCC43C)C12 (stereo not drawn)	3.2*	8.8*	-76*	-54*	-26*	-50*	48	-59*
C=C(CC[C@@H](C)[C@H]1CC[C@H]2C3=C[C@H](O)[C@H]4C[C@@H](O)CC[C@]4(C)[C@H]3CC[C@]12C)C(C)C	90	94	97	95	81	96	98	99
C=CCC(C(=N)C(C#N)(CC=C)C1=CCCCC1)C1=CCCCC1 (stereo not drawn)	75	98	/	90	66	85	86	88
Cc1cc(Br)ccc1-n1cc(C#N)c(N)c1C(=O)c1ccc(Cl)cc1	99	103	98	100	100	100	97	107
COc1ccc(-c2nnc(CNc3ccc(F)c(Cl)c3)o2)cc1OC	98	95	103	92	110	103	102	106
COC(=O)[C@]12CCC(C)(C)C[C@@H]1[C@@H]1NC(=O)C[C@@H]3[C@@]4(C)CCC(=O)NC(C)(C)[C@@H]4CC[C@@]3(C)[C@]1(C)CC2	92	102	90	87	86	103	95	86
O=[N+]([O-])c1ccc(N/N=C2/CC3CCC2C3)c([N+](=O)[O-])c1 (stereo not drawn)	/	90	96	78	74	101	/	96
CC(C)c1ccc(C(C)C(=O)N(CC2=C(C(C)c3ccccn3)c3ccccc3C2)C(C)C)cc1 (stereo not drawn)	30	31	30	36	20	48	14	59
Cc1ccc(NC(=O)NNC(=O)c2ccc(-n3cc(-c4ccccc4)nn3)cc2)cc1	97	107	100	105	107	101	109	106

Overlap with the part before: five compounds; new compounds follow.
SMILES	CCRF-CEM	LOX IMVI	SK-MEL-5	A549/ATCC	HOP-92	M14	EKVX	HOP-62
COc1ccc(-c2nnc(CNc3ccc(F)c(Cl)c3)o2)cc1OC	98	95	103	92	110	103	102	106
COC(=O)[C@]12CCC(C)(C)C[C@@H]1[C@@H]1NC(=O)C[C@@H]3[C@@]4(C)CCC(=O)NC(C)(C)[C@@H]4CC[C@@]3(C)[C@]1(C)CC2	92	102	90	87	86	103	95	86
O=[N+]([O-])c1ccc(N/N=C2/CC3CCC2C3)c([N+](=O)[O-])c1 (stereo not drawn)	/	90	96	78	74	101	/	96
CC(C)c1ccc(C(C)C(=O)N(CC2=C(C(C)c3ccccn3)c3ccccc3C2)C(C)C)cc1 (stereo not drawn)	30	31	30	36	20	48	14	59
Cc1ccc(NC(=O)NNC(=O)c2ccc(-n3cc(-c4ccccc4)nn3)cc2)cc1	97	107	100	105	107	101	109	106
CN(C)C(=S)SCCOc1cc(=O)oc2ccccc12	94	97	88	100	/	100	97	95
O=c1c2ccccc2nc(CN2CCOCC2)n1/N=C/c1ccc(Cl)cc1	101	103	98	102	92	108	102	98
COC(=O)c1cncc(C(=O)OC)c1	105	100	101	81	111	100	100	85
CC1=C([Se]CC(OC(=O)c2ccc(-c3c4nc(c(-c5ccccc5)c5ccc([nH]5)c(-c5ccccc5)c5nc(c(-c6ccccc6)c6ccc3[nH]6)C=C5)C=C4)cc2)C(=O)NC(C)(C)C)C(=O)c2ccccc2C1=O (stereo not drawn)	117	99	106	110	67	112	98	93
COc1ccc(C2=NN(C(N)=S)C(c3ccc4c(c3)OCO4)C2)cc1 (stereo not drawn)	5.5*	-18*	42	59	54	22	29	47
O=C1NC(=O)c2c1c1c3ccccc3ccc1c1[nH]c3ncccc3c21	99	101	100	99	94	102	95	99
O=C(Nc1ccc(-c2n[nH]c(=S)n2/N=C/c2ccc(Br)cc2)cc1)c1cccnc1	105	100	104	108	93	110	106	99
COc1ccc(-c2cc(-c3cc(Cl)cc(Cl)c3Cl)[nH]n2)cc1	74	45	57	117	80	81	80	96
CSc1nc2nc(N)nc(SC)c2[nH]1	106	92	99	95	99	105	100	96
O=C1/C(=C/c2ccc(O)c(O)c2)SC(=S)N1CCc1ccc(O)cc1	23	56	61	86	49	76	88	80
O=c1cc(COc2ccc(N=Cc3ccccn3)cc2)c2cc(Br)ccc2o1	103	94	99	93	100	101	92	88
CC(=O)N1N=C(c2ccc(Nc3nc(Nc4ccc(F)cc4)nc(Nc4ccc(F)cc4)n3)cc2)CC1c1ccc(N(C)C)cc1 (stereo not drawn)	-2.1*	53	29	39	35	40	47	55
COc1ccc(C(=O)c2c(C(=O)O)ccc3ccccc23)cc1	101	100	99	94	102	100	104	93
Cc1ccc2c3c(ccc2c1)C(=O)c1c(ccc2c1N[C@H]1C[C@@H]2O[C@@H](C)[C@@H]1O)C3=O	92	45	92	80	148	86	78	90
CC(C)CCC1(CCBr)C(=O)NC(=Nc2ccccc2)NC1=O (stereo not drawn)	96	100	100	104	/	120	/	96
C[N+](C)(C)CCOP(=O)(O)OP(=O)([O-])OCC1CCC(n2ccc(N)nc2=O)O1 (stereo not drawn)	109	97	97	107	103	105	99	104
C[C@@]1(C(=O)Nc2ccc(F)nc2)CCCN1c1nc(Nc2cc(C3CC3)[nH]n2)c2cccn2n1	44	-35*	48	22	-45*	22	46	11
COc1cc(-c2noc(C[C@@H](NC(=O)OCc3ccccc3)C(C)C)n2)cc(OC)c1OC	100	101	99	100	88	100	97	94
O=C(O)CC1Sc2ccccc2NC1=O (stereo not drawn)	107	96	175	106	73	90	113	96
Cc1ccc(C)c2c1C=CC2	98	96	106	90	96	95	104	92
Cc1ccc(O)c(C(=O)c2cc(-c3ccccc3)c(=O)n(NC(=O)c3ccncc3)c2)c1	109	97	111	105	105	104	104	104
N#CC(C#N)=NNc1ccc(S(=O)(=O)c2ccc(NN=C(C#N)C#N)cc2)cc1	118	92	107	94	102	99	94	70
COC(=O)[C@]1(C)CCC[C@@]2(C)[C@H]1CC(C=O)=C1C=C(C(C)C)CC[C@@H]12	99	99	96	95	105	104	97	110
COc1cc(C2CC(c3ccc(Nc4nc(NCCO)nc(NCCO)n4)cc3)=NN2c2cc(Cl)cc(Cl)c2)cc(OC)c1OC (stereo not drawn)	19	-60*	-46*	0.4*	90	-14*	35	14
CCCCn1c(=O)c(C2=NC(c3ccc(Cl)cc3)=C2)cc2ccc(Cl)cc21	99	96	101	97	95	102	93	102

Four compounds drawn at random from the list so far:
SMILES	CCRF-CEM	LOX IMVI	SK-MEL-5	A549/ATCC	HOP-92	M14	EKVX	HOP-62
Cc1ccc(NC(=O)NNC(=O)c2ccc(-n3cc(-c4ccccc4)nn3)cc2)cc1	97	107	100	105	107	101	109	106
O=C1c2c(Cl)c(Cl)c(Cl)c(Cl)c2C(=O)C2(Cl)CC=CCC12Cl (stereo not drawn)	/	-84*	57	74	-58*	-12*	99	-90*
C=CCOC(=O)CC(C)=O	112	103	108	105	109	107	110	120
COc1cc(/C=C2\SC(=S)N(CC(=O)O)C2=O)ccc1OCCCCOc1ccc(/C=C2\SC(=S)N(CC(=O)O)C2=O)cc1OC	102	96	104	/	102	113	94	109

More entries
SMILES	CCRF-CEM	LOX IMVI	SK-MEL-5	A549/ATCC	HOP-92	M14	EKVX	HOP-62
Cc1ccc(C(C(=O)NC2CCCCC2)N(C(=O)C2CCc3cc(F)ccc3O2)c2ccc(F)cc2F)cc1 (stereo not drawn)	83	78	84	75	56	76	83	35
Cc1cc(C)c(/C=N/Nc2nc3c([nH]2)c(=O)n(C)c(=O)n3C)c(C)c1	102&87	98&100	93&88	119&103	82	95&94	103&97	110&86
C/C(=N/NC(=O)c1sc(=S)n(C)c1N)c1cc2cc(Cl)ccc2o1	82	73	11	8.0*	114	92	99	96
CC(C)C[C@@H]1NC(=O)[C@@H](NC(=O)[C@@H]2CCC(=O)N2)[C@H](C(C)C)c2ccc3c4c([nH]c3c2)-n2cnc(c2)C[C@@H](C(=O)O)NC(=O)[C@@H](CCCN=C(N)N)NC(=O)[C@@H]2CCCN2C(=O)[C@H](C4)NC(=O)[C@H](C(C)C)NC1=O	93	102	/	95	92	92	69	78
COc1ccc(/C(C)=C(/c2ccc(O)cc2)c2ccc(Cl)cc2)cc1F	93	102	101	100	96	/	92	119
CCCCCCCCCCCCCCCCCCOC(=O)NC1c2ccccc2Oc2ccccc21	104	101	103	96	84	102	105	87
COC(=O)c1ccc2[nH]c(O)c(C(=Nc3ccc(N(C)C(=O)CN4CCN(C)CC4)cc3)c3ccc4c(c3)OCO4)c2c1	4.0*	6.8*	10	6.0*	37	10	37	/
CNS(C)(=O)=O	113	91	102	97	/	111	94	115
Oc1ccc(Nc2nccc(-c3ccc(Cl)cc3)n2)cc1	47	59	87	66	93	79	87	84
